# FBW7 act: human FBW7 E3 ligase activation, primary screen. AID 1259310. 650,000 tested, 0.13% active. normalized activity (activation), % at 26.1 µM. AlphaScreen FBW7–phospho-cyclin E peptide binding, activator screen. Q969H0; in the data active = normalized activity above about 1.9%;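 also: purified mutant Fbw7 with reduced substrate affinity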
# Target sequence (Q969H0 whole entry, looked up): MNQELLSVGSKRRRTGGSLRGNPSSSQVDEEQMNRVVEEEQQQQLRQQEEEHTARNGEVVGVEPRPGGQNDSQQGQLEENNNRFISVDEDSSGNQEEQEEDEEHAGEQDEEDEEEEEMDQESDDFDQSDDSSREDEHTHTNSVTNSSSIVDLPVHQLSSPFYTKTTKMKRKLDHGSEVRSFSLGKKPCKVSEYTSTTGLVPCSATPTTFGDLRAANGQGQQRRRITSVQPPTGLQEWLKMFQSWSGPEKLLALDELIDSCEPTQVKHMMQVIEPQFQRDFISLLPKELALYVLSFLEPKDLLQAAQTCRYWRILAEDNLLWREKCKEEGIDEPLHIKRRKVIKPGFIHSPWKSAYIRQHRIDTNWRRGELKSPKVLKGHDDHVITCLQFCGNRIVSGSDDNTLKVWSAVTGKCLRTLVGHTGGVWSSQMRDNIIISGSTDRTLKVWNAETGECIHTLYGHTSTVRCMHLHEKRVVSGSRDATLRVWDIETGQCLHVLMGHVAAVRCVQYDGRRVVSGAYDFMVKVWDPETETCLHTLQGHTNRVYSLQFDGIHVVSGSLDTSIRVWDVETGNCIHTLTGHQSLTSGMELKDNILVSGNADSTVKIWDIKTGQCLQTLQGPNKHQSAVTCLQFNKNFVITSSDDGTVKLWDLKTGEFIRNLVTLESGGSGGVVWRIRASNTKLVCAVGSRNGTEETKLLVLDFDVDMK
# MITF primary: blocks human microphthalmia-associated transcription factor. O75030. AlphaScreen MITF homodimerization, bead proximity signal. inhibition, % at 2.6 µM. 650,000 tested, 0.91% active; in the data active = inhibition above about 50%;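 also: 0% = vehicle wells with protein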
# TEAD-YAP inh: TEAD-YAP interaction inhibition; AID 1259422; HEK-TIYL cells, TEAD-Gal4/YAP UAS-luciferase luminescence; inhibition, % at 9.12 µM; 640,000 tested, 1.4% active; in the data active = inhibition above about 32%;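 also: 0% = median of test compound wells and 100% = reference inhibitor wells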
# GPR151 ag: activators of human GPR151. Q8TDV0. PathHunter beta-arrestin GPR151 cells, luminescence. activation, % at 11.2 µM. 650,000 tested, 1% active; in the data active = activation above about 4.9%;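 also: 0% = median of compound wells and 100% = cells with positive control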
# Target sequence (Q8TDV0 whole entry, looked up): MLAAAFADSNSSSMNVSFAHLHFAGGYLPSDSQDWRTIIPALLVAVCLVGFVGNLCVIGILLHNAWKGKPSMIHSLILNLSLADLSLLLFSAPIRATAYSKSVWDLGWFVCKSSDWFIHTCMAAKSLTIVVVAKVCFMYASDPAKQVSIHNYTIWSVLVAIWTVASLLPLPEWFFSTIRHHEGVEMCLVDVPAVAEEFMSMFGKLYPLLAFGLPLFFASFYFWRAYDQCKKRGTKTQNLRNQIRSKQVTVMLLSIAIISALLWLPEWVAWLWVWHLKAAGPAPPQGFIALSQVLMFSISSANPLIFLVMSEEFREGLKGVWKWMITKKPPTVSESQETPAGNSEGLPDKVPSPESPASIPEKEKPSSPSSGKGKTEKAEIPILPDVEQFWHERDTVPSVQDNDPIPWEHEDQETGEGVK
# Active calls of the source: *; & = joins results of further samples. This is a random part of the collection; overall some 3.5% were active at least once.
# Value order – TEAD-YAP inh, MITF primary, GPR151 ag, FBW7 act
c1cc2c3c(cccc3c1)C(N1CCCCCC1)=N2
 : 6.7, -2.5, 1.9, 0.0
O=C(NOC(=O)c1cccs1)c1ccc(Cl)cc1
 : 0.8, 0.4, 0.4, -0.1
Cc1nc(N2CCOCC2)c2c(C)c(C(=O)Nc3cccc(Cl)c3C)sc2n1
 : -17.1, 22.3, 0.7, 0.5
Fc1ccc(-c2nnc(N3CCN(c4cccc(C(F)(F)F)c4)CC3)c3ccccc23)cc1
 : -7.1, 2.5, 0.4, 0.0
Cc1cccc(Cn2c(NCc3ccccc3)nc3c2c(=O)n(C)c(=O)n3C)c1
 : 8.9, 4.1, 0.8, 0.1
O=[N+]([O-])c1ccc(CSC2=NCCN2S(=O)(=O)c2ccccc2)cc1
 : 0.6, 24.4, 5.1*, 1.4
CCOC(=O)CSc1nc2sc3c(c2c(=O)n1CC)CC(C)(C)OC3
 : 8.3, 10.8, 3.3, 0.2
O=C(NC(=S)Nc1ccc(I)cc1)c1ccccc1
 : -2.5, -9.1, 2.4, 0.8
Clc1ccc(CSc2nc(NCCc3ccccc3)c3ccccc3n2)cc1
 : -2.1, 3.9, -2.0, 0.6
O=C(CSc1nc2[nH]ncc2c(=O)n1-c1cccc(C(F)(F)F)c1)NCc1ccco1
 : 4.6, 8.0, -0.8, 0.0
O=C1CC(NC2CCCC2)C(=O)N1c1ccc(Br)cc1 (stereo not given)
 : -8.2, -3.9, -0.1, -0.1
OCC1CCCN1c1nc(Nc2ccccc2)c2[nH]cnc2n1 (stereo not given)
 : 3.1, 10.7, -0.1, 0.0
CCc1ccc(-n2nnnc2SCC(=O)Nc2cccc(NC(C)=O)c2)cc1
 : 9.0, 0.5, -0.3, 0.1
COc1cc(OC)cc(C(=O)Nc2nc3c(ccc4ccccc43)s2)c1
 : -3.3, 14.6, 0.0, 0.0
O=C(Nc1ccccc1[N+](=O)[O-])c1cccc(Cl)c1Cl
 : 1.4, 10.5, -0.9, 0.0
CCCn1c(N)c(C(=O)CN(CC)Cc2nc3ccccc3c(=O)[nH]2)c(=O)[nH]c1=O
 : -2.7, 6.3, 1.1, 0.1
CCOC(=O)C1=C(C)N=c2s/c(=C\c3cc(C)n(-c4ccc(Cl)cc4)c3C)c(=O)n2C1c1ccc(N(C)C)cc1 (stereo not given)
 : -6.0, -16.3, 1.8, 0.0
CCOC(=O)CSc1nnc(CNC(=O)Cc2ccccc2)n1C
 : 4.8, -3.8, 0.1, 0.0
N#Cc1ccc(C(=O)N2CCN(c3ccc([N+](=O)[O-])c(N4CCCCC4)c3)CC2)c(F)c1
 : 0.8, -6.3, -0.4, -0.1
CC(C)(C)NC(=O)c1ccccc1
 : 6.0, -1.4, -0.6, 0.1
COc1ccc(CCNC(=O)c2ccc(Cl)c([N+](=O)[O-])c2)cc1OC
 : -1.8, 1.4, -0.5, 0.1
COCCNC(=O)c1cc(-c2cccc(OC)c2)n[nH]1
 : -61.0, -3.6, -0.9, -0.1
CC(=O)c1c(C)nc(-c2ccc(Cl)cc2Cl)n1O
 : 7.3, 15.8, -0.8, 0.0
CCOc1ccc(C2NC(=O)NC(C)=C2C(=O)Nc2ccc(F)c(F)c2)cc1 (stereo not given)
 : 8.9, 7.5, 0.8, 0.1
N#Cc1cccc(-c2cccc3ccc(N4CCN(c5ncccn5)CC4)nc23)c1
 : 12.8, 1.1, 1.3, 0.1
Cc1nnc(NC(=O)c2cccc(Cl)c2)s1
 : -48.5, 14.1, -1.1, 0.1
FC(F)(F)c1cccc(CN2CCN(c3ncccn3)CC2)c1
 : 5.3, 48.2, -0.9, 0.0
Cc1ccc(C)c(N2CCN(c3ncnc4c3c(-c3ccccc3)cn4-c3ccc(C)c(Cl)c3)CC2)c1
 : -4.6, -21.0, 2.9, -0.1
CCCCSc1nnc2c(n1)OC(c1sccc1C)Nc1ccccc1-2 (stereo not given)
 : -36.4, -1.1, 2.2, 0.0
O=C(CCN1C(=O)/C(=C\c2ccc(F)cc2)SC1=S)Nc1ccc(O)cc1
 : -7.9, 1.3, 0.5, -0.1
COc1ccc(COC(=O)C2=C(C)NC(=O)NC2c2ccc(O)c(OC)c2)cc1 (stereo not given)
 : -23.6, 2.1, 1.0, -0.1
CSc1nnc2c(n1)OC(/C=C/c1ccco1)Nc1ccc(Br)cc1-2 (stereo not given)
 : -5.5, 0.3, -0.6, -0.1
CCn1c(=N)n(CC(=O)C23CC4CC(CC(C4)C2)C3)c2ccccc21
 : 0.0, 5.5, -0.9, 0.0
COc1cc(NC(=O)CSc2nc3[nH]ncc3c(=O)n2-c2ccccc2C)cc(OC)c1OC
 : 9.2, 6.7, -1.2, 0.1
CC1(C)CC2CC(C)(CN2C(=O)CSc2nnnn2-c2ccccc2)C1 (stereo not given)
 : 2.6, 0.0, -0.4, -0.1
O=C(COc1ccc2ccccc2c1)N/N=C/c1ccccn1
 : -12.8, 8.5, 0.4, -0.2
O=C1N(CCOc2ccccc2)c2ccccc2C12OCCCO2
 : -11.6, -1.5, -0.6, 0.0
Cc1ccc([N+](=O)[O-])cc1N/C=C1\CCCCC1=O
 : 10.1&-17.1, 10.8&3.6, 0.2&-1.7, -0.1&0.2
COc1ccccc1Nc1nc(Cc2ccccc2)nc2sc3c(c12)CCCC3
 : 10.5, 21.2, 0.0, 0.1
C#CCN1C(=O)S/C(=C/c2ccc(OCC)cc2)C1=O
 : -32.3, 4.5, 1.0, 0.0
Clc1ccc(Nc2nc(-c3ccncc3)cs2)cc1
 : -61.5, -3.6, 0.7, -0.2
CN(C)c1nc(Nn2cnnc2)nc(Oc2ccccc2)n1
 : 2.4, -3.8, -1.7, -0.1
O=C(CCCn1c(SCC(=O)NC2CCCCC2)nc2ccccc2c1=O)NCc1cccc(Cl)c1
 : 4.2, 12.0, -0.1, 0.1
CC(=O)c1c(C)oc2ccc(N(C(=O)c3ccccc3Cl)S(=O)(=O)c3ccc(Cl)cc3)cc12
 : 1.6, 6.8, -0.1, 0.5
Cc1nn(CC(=O)NC(C)C2CCCCC2)c(=O)c2cc3occc3n12 (stereo not given)
 : 11.3, 10.3, -1.0, 0.3
COc1ccc(C2(O)CN(c3ccccc3)C3=[N+]2CCCCC3)cc1 (stereo not given)
 : -3.8, 8.8, 0.7, 0.0
COc1ccc(-c2c(C#N)c(SCC(=O)c3ccc(F)cc3)nc3c2CCCC3)cc1
 : -3.7, 4.9, 0.3, 0.1
N#Cc1cc(C#N)c(SCC(=O)c2ccc(Br)cc2)nc1N
 : 0.2, -0.9, 0.6, -0.1
Cc1cc(C)nc(NC(=O)c2cc3ccccc3o2)n1
 : 1.9, 8.9, 0.5, -0.3
COc1ccc(N2CCN(C(CNC(=O)c3ccc(F)cc3)c3ccco3)CC2)cc1 (stereo not given)
 : 0.2, 13.3, -1.0, 0.4
CCN(CC)CCCC(C)Nc1ncnc(N)c1[N+](=O)[O-] (stereo not given)
 : 9.2, -4.5, 2.6, -0.1
Cc1cc2c3ccc(C(=O)C(F)(F)F)n3ccn2c1C(=O)C(F)(F)F
 : -21.2, 17.8, 0.7, 0.2
N#CC1=C(N)Oc2n[nH]c(-c3ccccc3)c2C1c1ccsc1 (stereo not given)
 : -1.1, -1.9, -0.7, -0.4
O=C(CSC1=NCCS1)Nc1ccccc1C(F)(F)F
 : -2.0, 12.2, 0.5, 0.5
COc1ccc(NC(=O)c2oc3ccc(S(=O)(=O)N4CCCCC4)cc3c2C)cc1
 : 10.6, -0.9, 0.3, -0.1
COc1cc(OC)c(OC)cc1CNc1nc(C)c(-c2ccn(CCO)n2)s1
 : 37.1*, 14.7, -0.3, -0.1
O=C(O)C1CCCCC1C(=O)Nc1ccc(I)cc1 (stereo not given)
 : 16.3, 1.1, -0.6, 0.1
COCCn1c(SCC(=O)Nc2ccc(Cl)cc2)nnc1-c1c[nH]c2ccccc12
 : -0.9, 21.1, -0.2, 0.1
Cc1cc(Cl)ccc1OCC(O)CN1CCCCC1C (stereo not given)
 : 0.0, 3.6, -1.1, 0.1
OCCN(Cc1ccccc1)CC(O)COc1c(F)cc(Br)cc1F (stereo not given)
 : 3.3, 12.2, 3.1, 0.3

# Copied from the entries so far (6 entries):
# Value order – TEAD-YAP inh, MITF primary, GPR151 ag, FBW7 act
COc1ccc(NC(=O)c2oc3ccc(S(=O)(=O)N4CCCCC4)cc3c2C)cc1
 : 10.6, -0.9, 0.3, -0.1
COc1cc(OC)c(OC)cc1CNc1nc(C)c(-c2ccn(CCO)n2)s1
 : 37.1*, 14.7, -0.3, -0.1
O=C(O)C1CCCCC1C(=O)Nc1ccc(I)cc1 (stereo not given)
 : 16.3, 1.1, -0.6, 0.1
COCCn1c(SCC(=O)Nc2ccc(Cl)cc2)nnc1-c1c[nH]c2ccccc12
 : -0.9, 21.1, -0.2, 0.1
Cc1cc(Cl)ccc1OCC(O)CN1CCCCC1C (stereo not given)
 : 0.0, 3.6, -1.1, 0.1
OCCN(Cc1ccccc1)CC(O)COc1c(F)cc(Br)cc1F (stereo not given)
 : 3.3, 12.2, 3.1, 0.3

# (more compounds)
# Value order – TEAD-YAP inh, MITF primary, GPR151 ag, FBW7 act
O=C(Cn1c(=O)oc2cc(S(=O)(=O)N3CCCCC3)ccc21)Nc1cccc(Cl)c1
 : 6.9, 3.3, -0.6, -0.3
CCN(Cc1ccccc1)Cc1ccc(OC)c(OC)c1OC
 : 4.7, 17.3, 0.1, 0.1
CCN1CC2([N+](=O)[O-])C=CC(=O)C([N+](=O)[O-])(C1)C2CC(C)=O (stereo not given)
 : -1.9, 24.2, -0.4, 0.0
COc1ccc(NC(C)=O)cc1NC(C)C(=O)Nc1ccc(F)c(F)c1F (stereo not given)
 : 6.2, 7.7, 0.5, 0.1
c1coc(CNCC2OCCc3ccccc32)c1 (stereo not given)
 : 3.5, 14.5, -0.2, -0.1
CC(=O)Nc1ccc(NC(=O)c2ccnc(NCCN3CCOCC3)c2)cc1
 : -7.0, -1.6, 1.2, -0.1
CCN1CCN(C(=O)[C@H]2C[C@@H](c3ccc(OC)c(OC)c3)NS(=O)(=O)N2C)CC1
 : 4.0, 11.9, 2.7, 0.1
COc1cccc(C(=O)NC2(C(F)(F)F)NC(=O)N(Cc3ccco3)C2=O)c1 (stereo not given)
 : 5.8, -6.2, 0.2, 0.0
Cc1cc(C)nc(SCC(=O)N/N=C/c2ccc(OC3CSC3)cc2)n1
 : 4.4, -9.4, 0.9, 0.2
CCC(C)C(=O)N1CCCC(c2nc(C)ncc2-c2cccc(C)c2)C1 (stereo not given)
 : -24.4, 11.4, 0.7, -0.4
Cc1cc(Cl)ccc1OCC(=O)NNC(=O)Cc1ccc(Cl)cc1
 : 8.9, 0.6, 0.3, 0.1
Cn1c(=NC(=O)c2cccc(N3C(=O)CCC3=O)c2)sc2cc(F)ccc21
 : -1.1, 2.4, 1.6, 0.1
COc1cccc2cc(-c3nc4ccccc4[nH]3)c(=O)oc12
 : -47.1, 4.1, -3.7, -0.1
CCCC1CCC(c2ccc(OC(=O)c3sc4ncn(C)c(=O)c4c3C)cc2)CC1 (stereo not given)
 : 6.1, 13.3, -1.6, 0.2
CCCCNC(=O)Cn1nnc(-c2ccc(N3CCOCC3)cc2)n1
 : -37.0, 0.1, -1.2, 0.0
CCOC(=O)/C(C#N)=C/c1c(Oc2ccccc2Cl)nc2c(C)cccn2c1=O
 : 6.1, 6.7, 0.8, 0.0
O=C(COc1cccc2c1CCN(Cc1ccccc1)C2=O)Nc1ccc2c(c1)OCCO2
 : -3.0, -7.8, 0.9, 0.0
CCCOc1ccc(COC2C(C(O)CO)OC3OC(C)(C)OC32)cc1 (stereo not given)
 : -1.0, -0.4, 0.3, -0.1
CC(=O)Nc1ccc2nc(SCc3ccc(Br)cc3)sc2c1
 : 6.3, 10.0, 0.3, 0.2
COc1cc(C2C3=C(CC(C)(C)CC3=O)OC3=C2C(=O)CC(C)(C)C3)ccc1OCC(=O)Nc1ccc2c(c1)OCO2
 : 3.6, 7.9, -0.4, -0.1
Cc1nc2nc(Cc3ccccc3)[nH]n2c(=O)c1Cl
 : 8.1, 18.9, -1.2, 0.3
Cn1c(/C(C#N)=C(\O)c2nc3ccccc3s2)nc2ccccc21
 : -5.6, 6.1, -0.7, 0.0
CCOc1ccc2nc(SCC(=O)Nc3ccc(Br)cc3C(F)(F)F)sc2c1
 : 8.9, 10.7, 0.4, 0.0
Cc1cccc(NC(=O)Nc2ccc(S(=O)(=O)Nc3onc(C)c3C)cc2)c1
 : -0.6, 3.6, -7.5, -0.1
CCOc1cc(/C=N/NC(=O)CNc2cccc3ccccc23)ccc1O
 : 8.2, 0.1, -1.3, 0.0
O=C1Nc2ccc([N+](=O)[O-])cc2C1=Nc1ccc(C(=O)c2ccccc2)cc1
 : -3.1, 4.8, 3.9, 0.0
COc1cccc(-c2nnn(CC(=O)Nc3ccc(NC(C)=O)cc3)n2)c1OC
 : 12.7, -0.8, -1.7, 0.2
CCC(=NCCN(CC)CC)c1c(O)n(-c2ccc(OC)cc2)c(=O)[nH]c1=O
 : 8.8&-0.4, 6.5&3.9, 0.5&0.8, 0.5&-0.3
COc1ccc(C(=O)N2CCN(C3CCN(Cc4ccccc4)CC3)CC2)cc1
 : -3.3, 49.9, -0.3, -0.3
CC(C(=O)NCc1cccc(Cl)c1)n1ncn2cccc2c1=O (stereo not given)
 : 1.1, -3.9, 1.1, 0.1
Cc1ccc(NC2=C(Cl)C(=O)OC2OC(=O)c2ccccc2)cc1 (stereo not given)
 : 2.7, 3.2, -0.1, 0.0
COC(=O)C1=C(C)Nc2nnnn2C1c1ccc(Cl)cc1Cl (stereo not given)
 : 9.6, -0.5, 0.0, -0.2
CCn1nnc(NC(=O)COc2cccc(C)c2C)n1
 : -4.3, 17.0, -0.5, 0.9
